# From PubChem
# human PMI inhibition: inhibitors of human PMI, primary screen, biochemical, fluorescence intensity, coupled assay (AID 1209). Mannose-6-phosphate isomerase (Homo sapiens). purified PMI enzyme, coupled fluorescence intensity; higher % means a stronger effect. inhibition, % at 20 µM, or IC50 in µM where a hit was titrated. 190,000 compounds, 0.42% hits;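 further: plate controls were DMSO vehicle for no effect and wells lacking substrate for full effect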
# Myeloid diff 2: induction of myeloid progenitor differentiation, primary screen, cell-based, flow cytometry, MLPCN library; ER-HoxA9 myeloid progenitors, lysozyme-GFP differentiation; calls only at 10 µM; 360,000 compounds, 1% hits; AID 624256, 2012;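 active means normalized GFP-positive differentiation at or above the plate's own cutoff, the solvent-only control mean plus 3 SD; inconclusive means no clear call, values can overlap the other calls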;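 further: cells exposed to compound for four days before flow analysis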
# RSV antiviral HEp-2: RSV antiviral activity via CPE protection, HEp-2 cells, primary 10 µM value included (AID 2391) | HEp-2 cells, RSV-induced CPE inhibition; higher % means a stronger effect | CPE inhibition, % at 10 µM; hits with a dose series show IC50 in µM | 310,000 compounds, 0.13% hits; in the data active means a potency from the dose series; inconclusive means CPE inhibition mostly from about 23% at the one dose, without a potency; inactive means the rest, 99 in 100 with CPE inhibition below about 21%; further: strong numbers were not always called active
# human PMI inhibitors: human PMI inhibitors, high substrate, primary screen, biochemical, fluorescence intensity, high mannose 6-phosphate (AID 1220) | recombinant PMI enzyme, coupled fluorescence intensity; higher % means a stronger effect | inhibition, % at 20 µM; hits with a dose series show IC50 in µM | 190,000 compounds, 0.66% hits
# Salmonella PhoP GFP: inhibitors of PhoP regulon expression, primary screen, Salmonella Typhimurium, GFP reporter (AID 1863) | S. Typhimurium PhoP-regulated promoter GFP reporter, 4 h; higher % means a stronger effect | inhibition, % at 50 µM, or IC50 in µM where a hit was titrated | 300,000 compounds, 0.16% hits;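 active means inhibition over 29.93%, a cutoff 3 SD above the screen mean, later confirmed by dose response; inconclusive means inhibition over 29.93% but no dose response follow-up; inactive means inhibition at most 29.93% or unconfirmed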;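 further: 0% = low Mg2+ inducing control and 100% = high Mg2+ repressing control; strong numbers were not always called active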
# Siah-1 displacement: Siah-1 peptide-binding antagonists, primary screen, biochemical, fluorescence polarization, rhodamine-plectin, uHTS (AID 1817); Siah-1 / rhodamine-plectin peptide fluorescence polarization; higher % means a stronger effect; 290,000 compounds, 0.02% hits; displacement, % at 20 µM, or IC50 in µM where a hit was titrated;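 active means displacement of at least 50% at 20 µM, with a fluorescence ratio check between 0.3 and a set limit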;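 further: plate controls were Siah plus tracer with DMSO for no effect and tracer alone without Siah for full effect; strong numbers were not always called active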
# XIAP antagonists: XIAP antagonists, biochemical, IAP family, fluorescence polarization (AID 1018); 200,000 compounds, 0.007% hits; XIAP BIR domain, fluorescence polarization peptide displacement; higher % means a stronger effect; one-dose displacement, % at 20 µM; IC50 in µM for titrated hits; in the data active means displacement above about 50%; further: a part of the inactive calls stands beside numbers as strong as those of hits
# WT yeast gro inh: growth inhibition of WT strain, primary screen, mitochondrial fusion inhibitor project, WT and mutant strains, chemical genetic; mitochondrial fusion phenotypic screen; inhibition, % at 10 µM; 190,000 compounds, 2.1% hits; AID 1362, 2008; in the data active means inhibition above about 58%; tested in S. cerevisiae
# TNAP activation fold: human TNAP enzyme activators, primary screen, biochemical, luminescent, no phosphate acceptor, uHTS (AID 1001); purified TNAP, luminescent activation assay, no phosphate acceptor; higher activation fold means a stronger effect; 200,000 compounds, 0.03% hits; Alkaline phosphatase, tissue-nonspecific isozyme (Homo sapiens); activation fold at 20 µM; hits with a dose series show EC50 in µM; in the data active means activation fold from about 3, or a potency from the dose series; inactive means the rest, 99 in 100 with activation fold below about 1.6; further: many of its hits are not listed in these tables
# WT yeast gro inh mutant strain: also measured in WT yeast gro inh; calls as there; inhibition, %; mitochondrial fusion phenotypic screen, mutant strain inhibition
# Myeloid diff 2 GFP+ MAC1+ %: recorded beside Myeloid diff 2, whose call it bears; GFP+ MAC1+ double positive, %; measured here: differentiation confirmed by MAC1 staining
# * = called active by the depositor; i = inactive; ? = inconclusive; · = no result given. Unless noted, no stated cut-off is given here; in the data, active means inhibition above about 50%; inactive means the rest.
1: COc1ccc(-c2noc(CNC(=O)CCCN3C(=O)[C@H]4CC=CC[C@H]4C3=O)n2)cc1
2: COc1cc2c(cc1OC)CN(CC(=O)Nc1cccc([N+](=O)[O-])c1)CC2
3: O=C1CN(C(=O)COC(=O)C23CC4CC(CC(O)(C4)C2)C3)c2ccccc2N1
4: CN(C)CCOc1nc(-c2ccccc2)nc2c1oc1ccccc12
5: CCc1ccc(NC(=O)COc2ccc3c(c2)OCO3)cc1
6: COc1ccc(CCN=C(N)NS(=O)(=O)c2ccc3ccccc3c2)cc1
7: Cc1cc(OCC(=O)Nc2cccc(S(=O)(=O)NC3=NCCCCC3)c2)ccc1Cl
8: Oc1c(Br)cc(Br)c(/C=N/n2c(-c3ccccc3)n[nH]c2=S)c1Br
9: Cc1cccc(Nc2nnc(-c3ccc(N4CCOCC4)c([N+](=O)[O-])c3)c3ccccc23)c1
10: Cc1cc(C)n2[nH]c(=O)c(N=Nc3ccccc3)c2n1
screen / no.	1	2	3	4	5	6	7	8	9	10
human PMI inhibition	·	·	8%	-8%	·	12%	11%	·	20%	-20%
Myeloid diff 2	?	i	i	i	i	i	i	i	?	i
Myeloid diff 2 GFP+ MAC1+ %	·	0.7	0.8	0.9	0.8	0.8	0.4	0.5	·	1.4
RSV antiviral HEp-2	0.9%	2.8%	0.9%	-3.7%	6.2%	-0.1%	7.2%	7.5%	?	1.3%
human PMI inhibitors	·	·	4%	-12%	·	0%	-1%	·	14%	-41%
Salmonella PhoP GFP	2%	4%	4%	-54%	-2%	11%	-1%	1%	8%	7%
Siah-1 displacement	-4%	2%	-2%	-4%	-1%	6%	5%	-5%	-2%	-3%
XIAP antagonists	·	·	-7.1%	-3.6%	·	-1.5%	-15%	·	-4.3%	-6.4%
WT yeast gro inh	·	·	-2	14	·	-7	-5	·	-6	18
WT yeast gro inh mutant strain	·	·	-9	29	·	-7	6	·	2	22
TNAP activation fold	·	·	1.2	1	·	1	1.1	·	0.9	0.8

# 3 compounds picked at random from those above:
5: CCc1ccc(NC(=O)COc2ccc3c(c2)OCO3)cc1
6: COc1ccc(CCN=C(N)NS(=O)(=O)c2ccc3ccccc3c2)cc1
8: Oc1c(Br)cc(Br)c(/C=N/n2c(-c3ccccc3)n[nH]c2=S)c1Br
screen / no.	5	6	8
human PMI inhibition	·	12%	·
Myeloid diff 2	i	i	i
Myeloid diff 2 GFP+ MAC1+ %	0.8	0.8	0.5
RSV antiviral HEp-2	6.2%	-0.1%	7.5%
human PMI inhibitors	·	0%	·
Salmonella PhoP GFP	-2%	11%	1%
Siah-1 displacement	-1%	6%	-5%
XIAP antagonists	·	-1.5%	·
WT yeast gro inh	·	-7	·
WT yeast gro inh mutant strain	·	-7	·
TNAP activation fold	·	1	·

# More records follow:
11: Fc1c(F)c(F)c(NC2=NCCCCC2)c(F)c1F
12: O=C(Nc1ccc(N2CCOCC2)c(Cl)c1)c1cccc(F)c1
13: CS(=O)(=O)N(CC(=O)N1CCN(Cc2ccccc2)CC1)c1cccc(Cl)c1
14: Cc1ccc(C2(O)CN(c3ccccc3)C3=[N+]2CCS3)cc1 (stereo unspecified)
15: COc1ccc(-c2csc(NC(=O)CSc3nc(C)nc4sc(C(=O)O)c(C)c34)n2)cc1
16: COc1ccc(Cn2nnnc2C(c2ccccc2Cl)N2CCN(C3CCCC3)CC2)cc1 (stereo unspecified)
17: CSc1nc(=O)n(-c2ccccc2)c(C)c1C(C)=O
18: COc1ccc(CN2CCC(C)CC2)cc1OCc1ccccc1
19: Clc1nnc2ccc(-c3ccccc3)nn12
20: CC(O)CN(Cc1cccc(Cl)c1)CC(C)O (stereo unspecified)
screen / no.	11	12	13	14	15	16	17	18	19	20
human PMI inhibition	·	10%	·	6%	·	-10%	0%	·	-2%	3%
Myeloid diff 2	i	i	i	i	i	i	i	i	i	i
Myeloid diff 2 GFP+ MAC1+ %	0.5	0.3	0.2	0.8	0.7	1.5	2.6	0.1	0.8	7.9
RSV antiviral HEp-2	2.5%	13%	12%	0.9%	10%	·	2.9%	-0.3%	1.1%	·
human PMI inhibitors	·	0%	·	4%	·	0%	-4%	·	6%	-3%
Salmonella PhoP GFP	8%	6%	-4%	-14%	-10%	9%	15%	-2%	17%	-3%
Siah-1 displacement	1%	2%	3%	8%	13%	-3%	5%	2%	-4%	0%
XIAP antagonists	·	-5.8%	·	-0.7%	·	-4.3%	-5.7%	·	-2.0%	-6.1%
WT yeast gro inh	·	14	·	-9	·	24	21	·	-8	-10
WT yeast gro inh mutant strain	·	-9	·	-3	·	29	7	·	-27	-1
TNAP activation fold	·	1.1	·	1.1	·	1.1	1.1	·	1.1	1.1

21: Fc1ccccc1OCCCn1ccnc1
22: CCOC(=O)c1c(NC(=O)c2cccs2)sc(C)c1CC
23: CCNC(=O)NC(=O)C(C)OC(=O)CCCc1nc2ccccc2s1 (stereo unspecified)
24: COc1ccccc1C(=O)NCCCNC(=O)c1cccnc1
25: CCOc1cc(C(=O)N=c2sccn2C)ccc1OC(F)F
26: Cc1ccc(S(=O)(=O)NCCCOC(=O)Nc2ccncc2)cc1
27: COc1cc(NC(=O)c2ccco2)c(OC)cc1NC(=O)Nc1ccc(Cl)cc1
28: Cc1cccc(CN(C(=S)Nc2c(C)cccc2C)c2cccnc2)c1
29: CC1Cc2ccccc2N1S(=O)(=O)c1cccc2nsnc12 (stereo unspecified)
30: O=C(Nc1cccc(F)c1)C1CCCN(S(=O)(=O)c2ccccc2)C1 (stereo unspecified)
screen / no.	21	22	23	24	25	26	27	28	29	30
human PMI inhibition	·	12%	-10%	·	·	4%	4%	6%	17%	·
Myeloid diff 2	i	i	i	i	i	i	i	i	i	i
Myeloid diff 2 GFP+ MAC1+ %	0.4	0.6	0.3	0.4	0.8	0.8	3.2	0.7	1.4	3.9
RSV antiviral HEp-2	1.6%	?	3.4%	?	1.8%	-1.9%	0.2%	0.0%	5.9%	12%
human PMI inhibitors	·	10%	-3%	·	·	5%	7%	6%	12%	·
Salmonella PhoP GFP	-2%	16%	-8%	-1%	1%	-17%	-14%	24%	26%	2%
Siah-1 displacement	12%	3%	-5%	-2%	3%	1%	7%	-5%	6%	5%
XIAP antagonists	·	-5.6%	-5.9%	·	·	-13%	-5.3%	-2.0%	-9.1%	·
WT yeast gro inh	·	4	-3	·	·	-1	21	15	23	·
WT yeast gro inh mutant strain	·	5	6	·	·	0	16	10	9	·
TNAP activation fold	·	1.2	1.1	·	·	1.1	1.1	1.1	1	·

31: CCC(=O)Nc1cccc(NC(=O)c2cc3ccccc3o2)c1
32: CC(C)(C)C1CCC2(CC1)Nc1cccc3cccc(c13)N2
33: C/C(=N/NC(=O)CN1CCN(S(=O)(=O)c2ccc(Br)cc2)CC1)c1ccco1
34: COc1ccccc1N1CCN(S(=O)(=O)c2cc(C)sc2C)CC1
35: O=C(C1=C[C@@H](C2CC2)C[C@@H](OCc2ccc(CO)cc2)O1)N1CCN(Cc2ccccc2)CC1
36: CN(Cc1c(C(=O)N/N=C/c2cccc(O)c2)nnn1-c1nonc1N)C1CCCCC1
37: CS(=O)(=O)N1CCN(C(=O)c2cccnc2)CC1
38: Cc1ccc(S(=O)(=O)Nc2ccc3c(c2)OCCO3)c(C)c1NS(C)(=O)=O
39: CCOC(=O)C(CCOc1cccc(CC)c1)C(=O)OCC
40: CCCCSc1nc2c(cnn2-c2ccc(Cl)cc2)c(=O)[nH]1
screen / no.	31	32	33	34	35	36	37	38	39	40
human PMI inhibition	-6%	37%	0%	1%	-1%	·	4%	·	-2%	6%
Myeloid diff 2	i	i	i	i	i	i	i	i	i	i
Myeloid diff 2 GFP+ MAC1+ %	0.4	1.3	0.8	1.4	0.6	5.2	1.2	0.4	0.2	1.0
RSV antiviral HEp-2	1.2%	1.4%	1.9%	-0.3%	2.8%	-0.8%	1.6%	1.3%	0.7%	1.4%
human PMI inhibitors	6%	18%	-4%	1%	-6%	·	8%	·	-1%	10%
Salmonella PhoP GFP	11%	52%	-7%	0%	-3%	14%	-9%	-7%	-17%	4%
Siah-1 displacement	-2%	2%	6%	-1%	0%	-6%	0%	5%	1%	1%
XIAP antagonists	-0.8%	-37%	-8.3%	-2.1%	-5.8%	·	-3.4%	·	-4.5%	-13%
WT yeast gro inh	11	18	-4	8	-13	·	-7	·	-10	11
WT yeast gro inh mutant strain	-4	6	-3	-4	7	·	12	·	-16	-6
TNAP activation fold	1.1	1	1.1	1	1.1	·	1.1	·	1.1	1.1

41: O=C(NNC(=O)C12CC3CC(CC(O)(C3)C1)C2)c1ccccc1O
42: Cc1ccc(-c2csc(NC(=O)C3CC(=O)N(Cc4ccco4)C3)n2)cc1 (stereo unspecified)
43: COc1ccc(-c2cc(C(F)(F)F)nc(-n3ccnc3C)n2)cc1
44: COc1ccc(NC(=S)N2CCC(C(=O)c3ccc(C)cc3)CC2)cc1
45: COc1cc(NC(=O)c2ccco2)c(C(=O)OCC(=O)c2c[nH]c3ccccc23)cc1OC
46: Cc1ccccc1N1CC(C(=O)Nc2nnc(SCc3ccccn3)s2)CC1=O (stereo unspecified)
47: O=C(Nc1nc(-c2cccs2)cs1)c1ccc(S(=O)(=O)N2CCCC2)cc1
48: Cc1cccc(N(C(=O)c2sc(C)nc2C)C(C(=O)NCc2ccco2)c2ccccc2)c1 (stereo unspecified)
49: CC(=O)Nc1nc2ccc(-c3nc4ccccc4o3)cc2s1
50: Cc1ccc2nc(Nc3ccc4[nH]c(=O)[nH]c4c3)c(-n3nc(C)cc3C)nc2c1
51: C[n+]1ccn(CC(=O)c2cccs2)c1
52: Cc1ccc2sc3ccc(NC(=O)c4ccccc4Cl)cc3c(=O)c2c1
53: CC(=O)Nc1c(C)cc(S(C)(=O)=O)cc1C
screen / no.	41	42	43	44	45	46	47	48	49	50	51	52	53
human PMI inhibition	·	10%	18%	·	12%	·	10%	13%	-1%	14%	·	15%	2%
Myeloid diff 2	i	i	i	i	i	i	i	i	i	i	i	i	i
Myeloid diff 2 GFP+ MAC1+ %	1.2	0.3	0.5	0.3	0.8	2.2	4.0	5.3	0.3	1.7	0.4	0.1	0.5
RSV antiviral HEp-2	0.4%	?	12%	1.8%	2.3%	1.1%	22%	3.0%	?	16%	2.6%	54%	1.0%
human PMI inhibitors	·	6%	12%	·	10%	·	18%	13%	4%	7%	·	22%	12%
Salmonella PhoP GFP	4%	11%	-19%	1%	-4%	-2%	6%	0%	12%	-5%	-6%	2%	13%
Siah-1 displacement	-4%	6%	-1%	1%	6%	18%	0%	10%	-6%	-3%	-5%	-4%	4%
XIAP antagonists	·	-1.9%	-2.8%	·	-3.2%	·	-4.4%	-4.2%	-7.3%	-2.4%	·	-2.2%	-12%
WT yeast gro inh	·	16	18	·	-16	·	7	-1	4	22	·	24	-8
WT yeast gro inh mutant strain	·	18	7	·	-11	·	-4	-6	0	25	·	19	-19
TNAP activation fold	·	1	1.1	·	1	·	1	1	1	1	·	1	1
